Rab9 prom act – activates the Rab9 promoter | Huh7 Rab9 promoter-luciferase reporter, luminescence, 24 h | Potency, µM (doses to about 9.22 µM), for the others: at the highest dose activation, negative = inhibition, hits mostly activators | 320,000 compounds, 2.8% hits | AID 485297; further: potency means the concentration at half of the fitted maximal effect; % of control where 0% means no effect; nearly all actives have a fitted effect of over 60% in size
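Huh7 reporter line, Rab9 promoter upstream of luciferase. Compound exposure 24 h at 37 °C in reduced-serum medium with 10% FBS. Read-out: luminescence.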
Menin MLL FP TR – menin-MLL binding inhibition, Texas Red mutant peptide; 270,000 compounds, 0.23% hits; Menin + Texas Red MLL mutant peptide, fluorescence polarization; Potency, µM (series often up to 61.6 µM), without a hit: at the highest dose FP activity change, negative = inhibition, most hits filed as inhibitors; AID 1768; active means well fitted inhibition curve with a large enough effect in the polarisation, with a control signal flat, not every such curve was filed as active; inconclusive means small, poorly fitted or top-dose-only effect, or effect the other way, or a change in a side signal; inactive means no such curve, though single readings can be large or run the other way; the % refers to the polarisation; further: potency means the concentration at half of the fitted maximal effect; % of control where 0% means no effect; many of its hits are not listed in these tables
Target sequence (O00255 whole entry, looked up): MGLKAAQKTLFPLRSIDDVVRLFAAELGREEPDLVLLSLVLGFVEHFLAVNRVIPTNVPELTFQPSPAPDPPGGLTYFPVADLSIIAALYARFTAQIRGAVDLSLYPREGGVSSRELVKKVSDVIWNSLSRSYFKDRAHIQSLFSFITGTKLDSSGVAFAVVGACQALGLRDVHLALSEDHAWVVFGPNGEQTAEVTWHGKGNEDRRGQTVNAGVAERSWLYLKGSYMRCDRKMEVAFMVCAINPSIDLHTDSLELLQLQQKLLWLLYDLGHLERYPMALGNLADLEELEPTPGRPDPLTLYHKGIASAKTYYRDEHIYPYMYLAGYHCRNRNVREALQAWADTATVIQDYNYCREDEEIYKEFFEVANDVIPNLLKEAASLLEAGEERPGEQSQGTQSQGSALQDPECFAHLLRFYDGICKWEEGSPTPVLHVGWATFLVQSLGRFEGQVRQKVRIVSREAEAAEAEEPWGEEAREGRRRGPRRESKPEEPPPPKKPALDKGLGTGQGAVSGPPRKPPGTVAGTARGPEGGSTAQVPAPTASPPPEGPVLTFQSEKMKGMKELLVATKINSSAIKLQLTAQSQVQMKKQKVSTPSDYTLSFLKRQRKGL
Gal4-VP16 FLuc – Gal4-VP16 reporter inhibition counter-screen; 310,000 compounds, 3.5% hits; Potency, µM (series often up to 53.6 µM), for inactives: at the top dose activity, negative = inhibition, most hits filed as inhibitors; Drosophila S2 Gal4-VP16 UAS-luciferase, luminescence, 20 h;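 further: Gal4-VP16 expression switched on by copper sulfate through the metallothionein promoter; potency means the concentration at half of the fitted maximal effect; on the % scale 0 is the no-effect control and ±100 the full control effect; nearly all actives have a fitted effect of over 50% in size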
PKM2 activator – activators of human pyruvate kinase M2 | P14618 | purified PKM2, Kinase-Glo ATP luminescence, activation; response scale: 0% is enzyme alone, no compound | Potency, µM (series often up to 57.5 µM), without a hit: at the top dose activation, usual class: activators | 260,000 compounds, 0.34% hits; further: potency means the concentration at half of the fitted maximal effect; on the % scale 0 is the no-effect control and ±100 the full control effect; nearly all actives have a fitted effect of over 55% in size
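Purified hPK-M2 (>95%) run at intermediate activity with 0.1 mM ADP and 0.5 mM PEP in 50 mM imidazole pH 7.2, KCl, MgCl2; 1 h room temperature. ATP formed read by Kinase-Glo luminescence; normalized to uninhibited and no-enzyme controls.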
BRCA1 expr act – activators of BRCA1 expression; Potency, µM (titrated, usually from 46.1 µM), inactives show at the top dose activation, usual class: activators; 380,000 compounds, 1.1% hits; MCF7-BRCA1-FFLuc reporter, luminescence, 48 h; response scale: scaled: vehicle 0%, 10 µM genistein 100%; further: potency means the concentration at half of the fitted maximal effect; nearly all actives have a fitted effect of over 80% in size; some results filed as inactive show a strong effect at the top dose
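MCF7-BRCA1-FFLuc, 2000 cells/well; 2 h attach, 37 °C/5% CO2; compound 48 h; luciferase substrate 15 min; luminescence end-point. Norm. to genistein 10 microM max activation and DMSO; concentration-response curves fitted.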
p53 reactivator – restores transcriptional activity of mutant p53. H1299 p53-A138V BP100-luciferase reporter, luminescence, 24 h. Potency, µM (doses to about 92.2 µM), without a hit: top-dose activity change, positive = activation, usual class: activators. 320,000 compounds, 0.063% hits. AID 504706; further: potency means the concentration at half of the fitted maximal effect; % of control where 0% means no effect; nearly all actives have a fitted effect of over 45% in size
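p53-null H1299 cells stably carrying temperature-sensitive p53-A138V and a BP100-luciferase reporter were pinned with compounds (4-point, 1:5 series) and held 24 hrs at 37 deg C. Luminescence was read 10 min after detection reagent.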
NPC1 prom act – activates the NPC1 promoter | Huh7 NPC1 promoter luciferase reporter, 24 h | 320,000 compounds, 2.4% hits | Potency, µM (doses to about 9.22 µM), without a hit: at the highest dose activation, actives largely listed as activators;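 further: potency means the concentration at half of the fitted maximal effect; % of control where 0% means no effect; nearly all actives have a fitted effect of over 60% in size; reporter is driven by a mutant NPC1 promoter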
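Compounds in DMSO were transferred onto Huh7 NPC1-luciferase reporter cells pre-incubated 2 h; after 24 h at 37 °C, Amplite reagent was dispensed and luminescence recorded 10 min later.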
RORgamma inh – ROR gamma (mouse) transcription inhibition | Drosophila S2 Gal4-RORgamma UAS-luciferase reporter, 20 h | Potency, µM (top dose mostly 53.6 µM), for the others: top-dose activity change, negative = inhibition, hits mostly inhibitors | 310,000 compounds, 5.4% hits | P51450 | AID 2551; further: potency means the concentration at half of the fitted maximal effect; on the % scale 0 is the no-effect control and ±100 the full control effect; nearly all actives have a fitted effect of over 60% in size
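Drosophila S2 cells stably expressing Gal4-DBD/mouse RORγ fusion under metallothionein promoter plus UAS-luciferase; compound 1 h, then 700 uM CuSO4 induction for 20 h at ambient temperature; inhibition read as reduced luminescence.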
FLuc modulator – counter-screen for miR-21 project: firefly luciferase inhibitors or activators | AID 588342 | Potency, µM (highest dose often 57.5 µM), without a hit: top-dose activity change, negative = inhibition, hits mostly inhibitors | purified FLuc, Km substrates, luminescence inhibition | 360,000 compounds, 6.9% hits | P08659;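 further: potency means the concentration at half of the fitted maximal effect; plate controls were vehicle for no effect and reference inhibitor for full effect; nearly all actives have a fitted effect of over 55% in size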
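Biochemical qHTS of compounds, final roughly 60 µM downward over six points, against 10 nM purified firefly luciferase using Km concentrations of substrates (10 uM D-luciferin, 10 uM ATP) in Tris acetate pH 7.5 buffer; luminescence output.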
Giardia kill – Giardia lamblia killing | Giardia lamblia trophozoite viability | activity change, % at 7.66 µM, hits read low | 340,000 compounds, 0.15% hits | AID 540267; in the data active means activity change below about -80%; inconclusive means between about -30% and that limit;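 further: parasites exposed to compound for two days anaerobically before the ATP read; on the % scale 0 is the no-effect control and ±100 the full control effect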
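Anaerobic 48 hrs incubation at 37 deg C of 100 trophozoites/well with test compounds; ATPLite 1-Step luminescence, 15-30 min RT, reports cellular ATP as viability.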
ELG1 genotoxic – inducers of genotoxicity in HEK293T ELG1-luciferase cells; HEK293T ELG1-luciferase reporter, luminescence, 16 h; Potency, µM (doses to about 46 µM), for the others: at the highest dose activity change, positive = activation, usual class: activators; 330,000 compounds, 1.3% hits; AID 504466; further: potency means the concentration at half of the fitted maximal effect; % of control where 0% means no effect; nearly all actives have a fitted effect of over 60% in size
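After overnight (16 hr) compound treatment at 37 °C, ELG1-luciferase HEK293T cells were lysed with ONE-Glo; luminescence quantified 30 min later at room temperature.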
* marks the source's active call; other numbers are inactive results; ? = inconclusive; nt = not tested or not shown; [ ] = another dose, or the depositor's remark. Unless noted, the call rests on the fitted dose curve; in most records, active means well fitted curve in the direction sought with a large enough effect; inconclusive means small, poorly fitted or top-dose-only effect, or another doubt; inactive means no such curve, though single readings can be large; an effect the other way counts as inactive or inconclusive. A portion of the library; the hit share may differ from the screen's.

SMILES | Rab9 prom act | Menin MLL FP TR | Gal4-VP16 FLuc | PKM2 activator | BRCA1 expr act | p53 reactivator | NPC1 prom act | RORgamma inh | FLuc modulator | Giardia kill | ELG1 genotoxic
CC(=O)N1CCOc2ccc(S(=O)(=O)N3CCCC(C)C3)cc21 (centres undefined) | -3% | nt | -16% | nt | -5% | -4% | 2% | -14% | 1% | 6 | 0%
COc1cc(N/N=C(\C)c2ccc(N)cc2)nc(-c2ccccc2)n1 | 28% | ? | ? | -2% | -16% | 3% | 7% | ? | 15µM* | 15 | -5%
CCOc1cc2[nH]c(=S)n(CCN3CCC(C)CC3)c(=O)c2cc1OCC | -7% | -11% | -3% | -1% | -3%[1.84 µM] | -4% | -2% | -19% | 4% | 2 | 0%
Cc1ccc(-c2csc(N/N=C/c3ccco3)n2)cc1 | ? | ? | 6% | -2% | 105% | 30% | ? | -45% | 9.5µM* | -12 | 15%
CCCCOc1cccc(C2/C(=C(\O)c3ccc4c(c3)OCCO4)C(=O)C(=O)N2CCN2CCOCC2)c1 (centres undefined) | -1% | nt | -16% | nt | 9% | 1% | -1% | 14% | 4% | ? | 2%
CCNC(=S)N1CCC(Cc2ccccc2)CC1 | 5% | nt | 8% | 8% | 0% | -3% | 16% | 18% | ? | 6 | -26%
COC(=O)CCCC1=CC2=C(c3ccccc3)C(=O)C(C)(OC(=O)C3CCCC3)C(=O)C2=CN1CC(C)C (centres undefined) | -3% | -6%[11.7 µM] | -6% | -2%[11.5 µM] | -2% | -4% | -4% | 20% | 6% | 5 | -2%
CCCN(CC(=O)Nc1ccccc1C)C(=O)c1ccc(COc2ccccc2)cc1 | 10% | ? | ? | -2% | -17% | -2% | 2% | ? | 2% | 18 | -8%
Cc1nc2c(ncn2-c2ccccc2)c(=O)n1NC(=O)CN1CCCCC1 | -9% | nt | -5% | -1% | -2% | 5% | 3% | 14% | -1% | -14 | 0%
CC(NC(=O)COc1ccc(-c2nnco2)cc1)c1ccc(Cl)cc1Cl (centres undefined) | -6% | 26% | 1% | 13% | -38% | -10% | -4% | ? | 3% | -11 | -8%
CN(C)c1ccc(-c2nnn(CC(=O)N3c4ccccc4CCc4ccccc43)n2)cc1 | 1% | 5% | -6% | -7% | -14% | -2% | 10% | 17% | -1% | 1 | -2%
O=S(=O)(c1ccc(F)cc1)N1CCCC(c2nc(-c3ccc(F)cc3)no2)C1 (centres undefined) | 6% | nt | nt | nt | -8% | 15% | 9% | nt | -8% | 14 | ?
O=C(CCCc1ccccc1)NCCS(=O)(=O)N1CCN(c2ccc(F)cc2)CC1 | -4% | nt | nt | nt | -12% | -1% | -1% | nt | 2% | 16 | -2%
COc1ccc(-c2csc(NCc3ccco3)n2)cc1C | 4µM* | ? | -25% | -11% | 6.3µM* | ? | 3.2µM* | ? | ? | 5 | ?
COc1ccccc1NC(=O)C(=O)NCCC1CCCCN1S(=O)(=O)c1ccccc1 (centres undefined) | -1% | nt | nt | nt | -28% | -7% | 4% | nt | -10% | 6 | -2%
C/C(=N\NC(=O)Cn1c(-c2ccccn2)nc2ccccc21)c1cccc(O)c1 | 0% | -4% | 8% | -3% | 12% | -2% | -1% | -14% | -1% | -14 | 0%
CS(=O)(=O)c1ccc(NCC2CCCO2)c([N+](=O)[O-])c1 (centres undefined) | -4% | ? | 7% | 9% | 0% | 11% | -5% | 0% | 3% | -19 | 4%
O=C(CN(C(=O)c1ccc(Cl)cc1)N1C(=O)C2CCCCC2C1=O)c1ccc(Cl)cc1 (centres undefined) | 0% | 16% | 1% | 1% | -21% | 2% | -1% | 2% | 1% | ? | 0%
O=C(Nc1ccccc1Cl)NC1(C(=O)N2CCOCC2)CCCCC1 | 3% | 8% | ? | 2% | -31% | 0% | 0% | -17% | -1% | -12 | 0%
COc1cc(C(c2c(NC(=O)c3ccco3)sc(C)c2C)N2CCOCC2)cc(OC)c1OC (centres undefined) | 1% | nt | nt | nt | -43% | -10% | -2% | nt | 0% | -8 | ?
N=c1sccn1CC(=O)NCCc1ccc(Cl)cc1Cl | -6% | 3% | -6% | 4% | -13% | -7% | 0% | -22% | 2% | -2 | -9%
CCCCNC(=S)N/N=C/c1cc(C)ccc1C | -2% | 2% | 3.2µM* | -3% | -25% | 11% | -4% | 1.8µM* | -10% | 1 | -1%
OCCC1CN(Cc2cnc(-c3ccccc3)s2)CCN1Cc1ccccc1 (centres undefined) | 1% | 3% | -3% | 2% | -15% | -1% | -1% | -5% | -3% | -2 | -7%
CN(C)CCNc1nc2sc3c(c2c(=O)n1-c1ccc(F)cc1)CCCCC3 | 0% | nt | -2% | -6% | -34% | -4% | -2% | 4% | 4% | 3 | -1%
N#Cc1nc(-c2ccccc2F)oc1N1CCCCC1 | 9% | -13% | 0% | nt | 15% | 6% | 2% | -3% | -14% | 12 | 4%

Some of the entries so far, comma-delimited:
canonical_smiles,Rab9 prom act,Menin MLL FP TR,Gal4-VP16 FLuc,PKM2 activator,BRCA1 expr act,p53 reactivator,NPC1 prom act,RORgamma inh,FLuc modulator,Giardia kill,ELG1 genotoxic
O=C(Nc1ccccc1Cl)NC1(C(=O)N2CCOCC2)CCCCC1,3%,8%,?,2%,-31%,0%,0%,-17%,-1%,-12,0%
COc1cc(C(c2c(NC(=O)c3ccco3)sc(C)c2C)N2CCOCC2)cc(OC)c1OC (centres undefined),1%,nt,nt,nt,-43%,-10%,-2%,nt,0%,-8,?
N=c1sccn1CC(=O)NCCc1ccc(Cl)cc1Cl,-6%,3%,-6%,4%,-13%,-7%,0%,-22%,2%,-2,-9%
CCCCNC(=S)N/N=C/c1cc(C)ccc1C,-2%,2%,3.2µM*,-3%,-25%,11%,-4%,1.8µM*,-10%,1,-1%
OCCC1CN(Cc2cnc(-c3ccccc3)s2)CCN1Cc1ccccc1 (centres undefined),1%,3%,-3%,2%,-15%,-1%,-1%,-5%,-3%,-2,-7%
CN(C)CCNc1nc2sc3c(c2c(=O)n1-c1ccc(F)cc1)CCCCC3,0%,nt,-2%,-6%,-34%,-4%,-2%,4%,4%,3,-1%

The listing continues.
SMILES | Rab9 prom act | Menin MLL FP TR | Gal4-VP16 FLuc | PKM2 activator | BRCA1 expr act | p53 reactivator | NPC1 prom act | RORgamma inh | FLuc modulator | Giardia kill | ELG1 genotoxic
CCOC(=O)COn1c(=O)c(-c2ccc(Br)cc2)[n+]([O-])c2ccccc21 | 15% | -6% | -2% | nt | 18% | -1% | 14% | 5% | 3% | 11 | 4%
CC1CCCN(c2nc3ccccc3nc2C(C#N)C(=O)OC2CCCCC2)C1 (centres undefined) | 2% | -3% | 8% | 2% | nt | -4% | -1% | 14%[10 µM] | 1% | nt | -1%
Cc1cc(C)n2nc(SCc3nnc(SCc4ccccc4)s3)nc2n1 | -3% | -1% | 2% | 6% | 1% | 4% | -2% | ? | -18% | 0 | 2%
O=C(Nc1ccc2c(c1)C(=O)N(CC1CCCO1)C2=O)c1ccc(Cl)c(Cl)c1 (centres undefined) | -13% | 11% | ? | 0% | 2% | 0% | -8% | ? | 5.4µM* | -13 | 14%
CCC(C)NC(=O)CSC1=Nc2ccccc2C2=NC(c3ccccc3)C(=O)N12 (centres undefined) | -2% | 0% | 0% | 5% | 8% | -1% | 0% | -3% | 5% | 12 | -1%
Oc1ccccc1C1Nc2cccc3cccc(c23)N1 | ? | ? | -15% | 1% | -76% | 0% | 25% | 16% | -14% | -24 | 0%
O=C(CNC(=O)c1ccccc1)NCc1ccc(Cl)cc1 | -1% | -7% | -16% | -10% | 18% | 10% | -2% | -9% | 0% | 10 | 3%
Cc1ccc(N(CC(=O)N2CCN(C3CCCCC3)CC2)S(=O)(=O)c2cccnc2)cc1 | 3% | -21% | 2% | -14% | -30% | -32%[inhibitor] | 8% | -3% | -1% | -6 | 0%
Cc1nc(N)nc(C)c1Cc1ccccc1 | 1% | -13% | -1% | 9% | -2% | -2% | 8% | -21% | 9% | 7 | 1%
CC(C)CCNC(=O)C1CCN(S(=O)(=O)c2ccc(-n3cnnn3)cc2)CC1 | 1% | -12% | 2% | 4% | 0% | -6% | -2% | 16% | 2% | -5 | 0%
CCN(CC)C(=O)C1CCCN(Cc2ccccc2F)C1 (centres undefined) | 0% | 0% | 5% | -1% | -10% | 1% | -2% | -13% | 0% | 15 | -2%
